USP1-UAF1 inh: Inhibitors of USP1/UAF1: Primary Screen; recombinant USP1/UAF1, Ub-Rhodamine cleavage fluorescence; Potency, µM (titrated, usually from 57.1 µM), without a hit: at the highest dose activity change, negative = inhibition, usual class: inhibitors; hit rate 0.23% among 390,000; Ubiquitin carboxyl-terminal hydrolase 1 (Homo sapiens), O94782; AID 743255, 2014; note: potency is the fitted concentration of half-maximal effect; % is set by controls: 0 for no effect and ±100 for the full control effect; nearly all actives have a fitted effect of over 60% in size; inactives centre near -12
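USP1/UAF1 complex at 1 nM was preincubated with compound for 15 min at room temperature, then Ub-Rho substrate (150nM final) was added. Fluorescence (480/540 nm) was read kinetically, 6 reads every 60 seconds.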
TrxR1 inh: qHTS Assay for Inhibitors of Mammalian Selenoprotein Thioredoxin Reductase 1 (TrxR1): qHTS. Thioredoxin reductase 1, cytoplasmic (Rattus norvegicus), O89049. recombinant rTrxR1, NADPH fluorescence consumption, selenite substrate. hit rate 1% among 390,000. Potency, µM (top dose mostly 114 µM), for inactives: at the highest dose activity change, negative = inhibition, hits mostly inhibitors. AID 588453, 2011; note: potency is the fitted concentration of half-maximal effect; % is set by controls: 0 for no effect and ±100 for the full control effect; nearly all actives have a fitted effect of over 65% in size
Target sequence (O89049 whole entry, looked up): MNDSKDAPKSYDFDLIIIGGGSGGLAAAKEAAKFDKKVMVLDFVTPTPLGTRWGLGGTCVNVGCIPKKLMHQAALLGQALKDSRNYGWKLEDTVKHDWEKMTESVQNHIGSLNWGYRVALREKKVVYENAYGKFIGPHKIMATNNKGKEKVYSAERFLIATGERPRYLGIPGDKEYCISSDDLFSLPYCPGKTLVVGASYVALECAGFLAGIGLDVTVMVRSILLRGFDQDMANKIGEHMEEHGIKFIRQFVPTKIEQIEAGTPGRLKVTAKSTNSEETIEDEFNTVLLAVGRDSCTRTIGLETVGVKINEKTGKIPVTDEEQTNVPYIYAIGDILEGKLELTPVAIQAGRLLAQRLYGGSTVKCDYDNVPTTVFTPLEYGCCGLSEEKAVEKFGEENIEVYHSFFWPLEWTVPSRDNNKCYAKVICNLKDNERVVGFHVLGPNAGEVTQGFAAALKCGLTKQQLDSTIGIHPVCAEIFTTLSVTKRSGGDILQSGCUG
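Rat TrxR1 (90 nM in the dispensed reagent) was pre-reduced with 400 uM NADPH for 5 min at room temperature, then incubated with compound for 15 min. After 400 uM selenite was added, NADPH fluorescence (Ex 340/Em 450 nm) was followed for 8 min.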
IDH1 R132H inh: qHTS for Inhibitors of mutant isocitrate dehydrogenase 1 (IDH1): qHTS | Isocitrate dehydrogenase [NADP] cytoplasmic (Homo sapiens), O75874 | IDH1-R132H enzyme, NADPH consumption, diaphorase/resazurin fluorescence | Potency, µM (doses to about 76.6 µM), without a hit: at the top dose activity change, negative = inhibition, hits mostly inhibitors | hit rate 0.093% among 390,000; note: potency is the fitted concentration of half-maximal effect; % is set by controls: 0 for no effect and ±100 for the full control effect; nearly all actives have a fitted effect of over 65% in size
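IDH1-R132H (0.5 ug/mL) preincubated 30 min with compound, then NADPH (0.016 mM) and alpha-KG (2 mM) added; 80 min at RT, pH 7.5. Remaining NADPH coupled via diaphorase/resazurin to fluorescence (540/590 nm); concentration-response curves normalized to no-enzyme control.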
Tb PGK inh: qHTS Assay to Find Inhibitors of Phosphoglycerate Kinase; hit rate 0.043% among 380,000; Potency, µM (top dose mostly 57.5 µM), for inactives: at the highest dose activity change, negative = inhibition, hits mostly inhibitors; PGK/GAPDH coupled, Kinase-Glo luminescence, 60 min; note: potency is the fitted concentration of half-maximal effect; % is set by controls: 0 for no effect and ±100 for the full control effect; nearly all actives have a fitted effect of over 60% in size
Target sequence (P07378 whole entry, looked up): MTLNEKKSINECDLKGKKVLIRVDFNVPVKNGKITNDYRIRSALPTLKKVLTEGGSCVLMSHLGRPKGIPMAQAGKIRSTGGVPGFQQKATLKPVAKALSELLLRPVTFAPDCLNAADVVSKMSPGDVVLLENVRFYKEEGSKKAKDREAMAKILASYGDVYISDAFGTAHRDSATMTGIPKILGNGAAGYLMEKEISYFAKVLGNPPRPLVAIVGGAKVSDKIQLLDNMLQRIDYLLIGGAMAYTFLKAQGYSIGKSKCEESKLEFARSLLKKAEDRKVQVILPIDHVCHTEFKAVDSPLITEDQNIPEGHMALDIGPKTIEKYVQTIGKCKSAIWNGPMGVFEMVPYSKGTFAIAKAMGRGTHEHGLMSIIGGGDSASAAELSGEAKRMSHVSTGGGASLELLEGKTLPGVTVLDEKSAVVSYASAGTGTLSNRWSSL
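Luminescent ATP detection (Kinase-Glo Plus) follows a 60-minute room-temperature incubation, with wells lacking PGK as controls. Buffer: 100 mM TEA (pH 7.6), 5 mM MgCl2, 0.01% Tween-20. Coupling enzyme GAPDH (100 nM final) supplies unstable 1,3-BPG in-well.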
Pin1 inhibitor: qHTS Assay to Find Inhibitors of Pin1; Pin1 FP peptide displacement, HiFluor488, 10 min; hit rate 0.009% among 390,000; Potency, µM (doses to about 115 µM), for the others: at the highest dose activity, negative = inhibition, most hits filed as inhibitors; Peptidyl-prolyl cis-trans isomerase NIMA-interacting 1 (Homo sapiens), Q13526; AID 504891, 2011; active = well fitted inhibition curve with a large enough effect in the polarisation, with a control signal flat, not every such curve was filed as active; inconclusive = small, poorly fitted or top-dose-only effect, or effect the other way, or a change in a side signal; inactive = no such curve, though single readings can be large or run the other way; the % refers to the polarisation; note: potency is the fitted concentration of half-maximal effect; % is set by controls: 0 for no effect and ±100 for the full control effect
Target sequence (Q13526 whole entry, looked up): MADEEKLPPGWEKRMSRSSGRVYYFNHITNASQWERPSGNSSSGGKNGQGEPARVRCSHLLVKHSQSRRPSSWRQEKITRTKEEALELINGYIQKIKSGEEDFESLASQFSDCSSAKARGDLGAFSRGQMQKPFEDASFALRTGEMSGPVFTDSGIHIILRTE
TrxR1 substrate: qHTS Assay for Substrates of Mammalian Selenoprotein Thioredoxin Reductase 1 (TrxR1): qHTS | Thioredoxin reductase 1, cytoplasmic (Rattus norvegicus), O89049 | purified TrxR1 substrate turnover, NADPH consumption readout | Potency, µM (titrated, usually from 114 µM), without a hit: at the top dose activity change, negative = substrate turnover | hit rate 0.01% among 390,000 | AID 588456, 2011; note: potency is the fitted concentration of half-maximal effect; % is set by controls: 0 for no effect and ±100 for the full control effect; nearly all actives have a fitted effect of over 50% in size
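Rat TrxR1, dispensed at 90 nM, was prereduced with 400 uM NADPH (final) for 5 min at ~22 deg C, then incubated with compound 15 min before 400 uM selenite. A first-read NADPH fluorescence drop versus no-compound background flagged substrates.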
HP1b binding inh: HTS for Inhibitors of HP1-beta Chromodomain Interactions with Methylated Histone Tails; Chromobox protein homolog 1 (Homo sapiens), P83916; AlphaScreen HP1-beta / biotin-H3K9me3 peptide binding; Potency, µM (top dose mostly 114 µM), for inactives: at the highest dose activity change, negative = inhibition, actives largely listed as inhibitors; AID 540317, 2011; hit rate 0.56% among 390,000; note: potency is the fitted concentration of half-maximal effect; nearly all actives have a fitted effect of over 70% in size; inactives centre near 23
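AlphaScreen: HP1-beta (50 nM) preformed 30 min with biotin-H3(1-18)K9me3 peptide (50 nM) in PBS pH 7.4, 0.01% Tween-20. Compound added for 30 min at RT, then streptavidin donor/nickel chelate acceptor beads (10 ug/mL) for 30 min.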
PI4K2A inh: qHTS for small molecular inhibitors of PI4K2A. Phosphatidylinositol 4-kinase type 2-alpha (Homo sapiens), Q9BTU6. AID 1346378, 2018. purified PI4K2A, ADP-Glo luminescence, 1 h; hits give low values. activity change, negative = inhibition, % at 76.9 µM. hit rate 0.13% among 420,000; in the data active = activity change below about -50%; inconclusive = mostly about -30% to -49%;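 note: -100% = wells without enzyme as full effect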
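Compounds are screened against recombinant PI4K2A using PI as substrate and ATP, the latter dispensed at 300 microM. Reactions run one hour at ambient temperature before ADP-Glo detection; full inhibition defined by wells lacking enzyme.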
GLS inhibitor: qHTS for Inhibitors of Glutaminase (GLS); GLS enzymatic activity, qHTS titration; Potency, µM (titrated, usually from 45.5 µM), for inactives: at the top dose activity change, negative = inhibition, usual class: inhibitors; Glutaminase kidney isoform, mitochondrial (Homo sapiens), O94925; hit rate 0.21% among 410,000; note: potency is the fitted concentration of half-maximal effect; % is set by controls: 0 for no effect and ±100 for the full control effect
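Glutamate formation by hKGA was monitored fluorometrically using coupled glutamate oxidase, HRP and Amplex Red. Substrate was added as 1 mM L-glutamine solution; incubation was 30 min at RT after an initial read.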
Starred values were filed as active, the others as inactive; i = inactive; ? = inconclusive; . = no result given; & = joins results of further samples; [ ] = dose if it differs, or a comment. Unless noted, calls come from the whole dose curve; as a rule, active = well fitted curve in the direction sought with a large enough effect; inconclusive = small, poorly fitted or top-dose-only effect, or another doubt; inactive = no such curve, though single readings can be large; an effect the other way counts as inactive or inconclusive. A portion of the library, so the mix of outcomes need not match the whole.

SMILES	USP1-UAF1 inh	TrxR1 inh	IDH1 R132H inh	Tb PGK inh	Pin1 inhibitor	TrxR1 substrate	HP1b binding inh	PI4K2A inh	GLS inhibitor
CCOc1ccc(NC(=O)CN(C)C(=O)Cc2ccsc2)cc1OCC	-9%	12%	-9%	-1%	-3%	-5%	20%	7	-6%
COc1cc(/C=C/C(=O)OCC(=O)Nc2ccc(S(=O)(=O)N3CCCC3)cc2)ccc1O	-3%	-29%	1%	13%	6%	-5%	8%	-1	6%
CC1CSC(N(C(=O)c2ccc(S(C)(=O)=O)cc2)c2ccc(Cl)cc2)=N1 (centres undefined)	-19%	21%	0%	-6%	8%	-2%	28%	-2	-6%
Cc1ccc(-n2nnnc2CCl)cc1	-8%	14µM*	1%	5%	-6%	9%[57.1 µM]	25%	11	2%
CCn1c(C)c(C(C)=O)c(N2CCN(c3ccc(F)cc3)CC2)nc1=S	-13%	-9%	-1%	9%	-6%	-3%	22%	-6	31%[activator]
CNC(=O)Nc1cc(C(C)(C)C)no1	-11%	-3%	15%	4%	-10%	-6%	?	-6	?
CCOC(=O)C1=C(O)C(Nc2nccs2)(C(F)(F)F)N=C1C (centres undefined)	-15%	7%	0%	i	-14%	0%	36%	-3	39%[activator]
CC(=O)Nc1c(Cl)c(Cl)c2c(c1Cl)Cc1cc(Cl)ccc1-2	-18%	13%	2%	2%	-4%	0%	44%[activator]	2	-1%
Clc1ccc(CN2CCN(c3ncnc4sc5c(c34)CCCC5)CC2)cc1Cl	?	16%[57.1 µM]	6%	-10%	0%	-1%[57.1 µM]	16%[57 µM]	-5	-13%
COc1ccc2[nH]c3c(=O)n(CCCC(=O)NC4CCC(C)CC4)c(=S)[nH]c3c2c1 (centres undefined)	-18%	31%	-2%	-3%	-7%	2%	23%	2	-7%
COc1ccc2c(CNCc3ccc(C)o3)c(C(=O)O)n(Cc3ccccc3C)c2c1	-10%	5%	15%	-2%	15%	1%	26%	-1	-4%
CC(C)Sc1nc2c([nH]1)c(=N)ncn2Cc1ccccc1	2%	14%	4%	-1%	9%	-3%	34%	-2	5%
Cc1nnc(SCC(=O)Nc2ncc3c(n2)CC(c2ccccc2)CC3=O)s1 (centres undefined)	-1%	-5%	0%	1%	2%	-3%	14%	0	11%
COC(=O)c1ccccc1NC(=S)N(Cc1ccc2c(c1)OCO2)Cc1cc2ccc(OC)cc2[nH]c1=O	-18%	-11%	3%	-3%	14%	-1%	28%	-2	2%
O=C(c1cc(-c2ccc(O)cc2)on1)N1CCCC1	-17%	10%	-2%	3%	-3%	4%	20%	-4	?
CCOC(=O)c1cc(-c2ccc(C)cc2)n(CC(=O)Nc2ccc(OC)cc2OC)c1C	-29%	18%	-7%	10%	2%	3%	30%	0	-5%
COc1ccc(OC)c(CNC(=O)CN(c2ccc(C)cc2)S(=O)(=O)N(C)C)c1	-28%	18%	4%	-10%	-11%	6%	24%	-5	0%
O=C(/C=C/c1ccc(O)c(O)c1)NC(=O)c1ccccc1O	16%	-18%	-7%	-23%	?	-16%	?	-4	?
O=C1CN(C(=O)/C=C/c2ccc(Cl)cc2Cl)CCN1	-14%	-13%	8%	-2%	-1%	-8%	40%[activator]	-5	-4%
Cc1csc(SCC(=O)Nc2cc([N+](=O)[O-])ccc2F)n1	-21%	17%	6%	-6%	7%	5%	27%	-3	6%
O=S(=O)(NCCOCC(F)(F)F)c1ccc2oc3ccccc3c2c1	-19%	11%	2%	5%	-8%	-1%	62%[activator]	-3	-2%
CC(=O)N1N=C(N)SC12CCCC2	-17%	19%[57.1 µM]	-1%	-2%	7%	5%[57.1 µM]	43%[activator]	-2	2%
O=C(CC(=O)c1ccccc1)Nc1ccccc1C(F)(F)F	-16%	20%	1%	i	-3%	4%	18%	-5	4%
Cn1c(=O)cc(SCC(=O)N2CCN(c3ccccc3F)CC2)c2cc(Cl)ccc21	-26%	32%	5%	-5%	1%	1%	32%	2	-10%

An excerpt from above in order of formula weight, smallest number first.
SMILES	USP1-UAF1 inh	TrxR1 inh	IDH1 R132H inh	Tb PGK inh	Pin1 inhibitor	TrxR1 substrate	HP1b binding inh	PI4K2A inh	GLS inhibitor
CC(=O)N1N=C(N)SC12CCCC2	-17%	19%[57.1 µM]	-1%	-2%	7%	5%[57.1 µM]	43%[activator]	-2	2%
O=C(c1cc(-c2ccc(O)cc2)on1)N1CCCC1	-17%	10%	-2%	3%	-3%	4%	20%	-4	?
O=C(/C=C/c1ccc(O)c(O)c1)NC(=O)c1ccccc1O	16%	-18%	-7%	-23%	?	-16%	?	-4	?
O=C(CC(=O)c1ccccc1)Nc1ccccc1C(F)(F)F	-16%	20%	1%	i	-3%	4%	18%	-5	4%
Cc1csc(SCC(=O)Nc2cc([N+](=O)[O-])ccc2F)n1	-21%	17%	6%	-6%	7%	5%	27%	-3	6%
COc1ccc(OC)c(CNC(=O)CN(c2ccc(C)cc2)S(=O)(=O)N(C)C)c1	-28%	18%	4%	-10%	-11%	6%	24%	-5	0%
CCOC(=O)c1cc(-c2ccc(C)cc2)n(CC(=O)Nc2ccc(OC)cc2OC)c1C	-29%	18%	-7%	10%	2%	3%	30%	0	-5%
Cn1c(=O)cc(SCC(=O)N2CCN(c3ccccc3F)CC2)c2cc(Cl)ccc21	-26%	32%	5%	-5%	1%	1%	32%	2	-10%
COC(=O)c1ccccc1NC(=S)N(Cc1ccc2c(c1)OCO2)Cc1cc2ccc(OC)cc2[nH]c1=O	-18%	-11%	3%	-3%	14%	-1%	28%	-2	2%

Next part.
SMILES	USP1-UAF1 inh	TrxR1 inh	IDH1 R132H inh	Tb PGK inh	Pin1 inhibitor	TrxR1 substrate	HP1b binding inh	PI4K2A inh	GLS inhibitor
CCn1c(=O)c2ccccc2n(CC(=O)NC2CCCCC2)c1=O	-8%	5%	29%	-7%	-4%	3%	16%	1	-10%
CCOC(=O)N1CCc2c(sc(NCc3cccc(F)c3)c2C(=O)Nc2ccc(OC)cc2)C1	?	-10%[57.1 µM]	-5%	-3%	-1%	-12%[57.1 µM]	-19%	?	4%
Cc1ccc2c(c1)C(O)(CC(=O)c1cccnc1)C(=O)N2 (centres undefined)	8%	8%[57.1 µM]	6%	-5%	-1%	9%[57.1 µM]	11%	12	4%
O=C(CC1Sc2ccccc2NC1=O)OCC(=O)N1CCc2ccccc21 (centres undefined)	-28%	-9%	7%	-1%	4%	-7%	50%[activator]	-2	-1%
CC1(C)CC(=O)C=C(c2ccc(COC(=O)Cc3ccccc3)cc2)C1=O	-20%	.	4%	-3%	.	.	.	7	-6%
COc1ccc(NC(=S)N(CCc2c(C)[nH]c3ccc(C)cc23)Cc2cccs2)cc1	-21%	8%	12%	-6%	45%[activator]	3%	11%	0	0%
COc1cccc(CN(Cc2ccco2)S(=O)(=O)c2ccc(S(=O)(=O)NCc3ccccc3)cc2)c1OC	-6%	2%	-1%	i	4%	8%	14%	1	-14%
O=C(NNC(=O)c1ccc2ccccc2n1)c1ccc(O)cc1	-19%	5%	14%	2%	0%	2%	34%	9	20%
CCOC(=O)c1nc(Nc2ccc(OC)cc2)c2ccccc2n1	-24%&-9%	?	7%	-8%	?	-19%&-7%	39%&73%	2&-1	-2%&15%
Cc1ccc(OCC(=O)Nc2nnc(S(=O)(=O)N3CCCCCC3)s2)cc1C	-17%	-4%	-5%	-4%	16%	-3%	37%	-6	12%
CCOc1ccc(Cn2nnc(C(=O)Nc3cccc(SC)c3)c2N)cc1	-13%	6%	-8%	-6%	0%	2%	49%[activator]	-3	-2%
CC1=NN(c2cccc(C(=O)O)c2)C(=O)/C1=C\C=C/c1ccccc1	?	-77%	-4%	5%	?	3%[57.1 µM]	?	-10	16µM*
CN(CC(=O)NC1CCN(Cc2ccccc2)CC1)S(=O)(=O)c1ccc(Cl)cc1	-18%	15%	0%	0%	1%	-1%	24%	2	1%

Shown with each value named: 2 of the compounds above.
> COc1cccc(CN(Cc2ccco2)S(=O)(=O)c2ccc(S(=O)(=O)NCc3ccccc3)cc2)c1OC
  USP1-UAF1 inh: -6%
  TrxR1 inh: 2%
  IDH1 R132H inh: -1%
  Tb PGK inh: i
  Pin1 inhibitor: 4%
  TrxR1 substrate: 8%
  HP1b binding inh: 14%
  PI4K2A inh: 1
  GLS inhibitor: -14%
> CN(CC(=O)NC1CCN(Cc2ccccc2)CC1)S(=O)(=O)c1ccc(Cl)cc1
  USP1-UAF1 inh: -18%
  TrxR1 inh: 15%
  IDH1 R132H inh: 0%
  Tb PGK inh: 0%
  Pin1 inhibitor: 1%
  TrxR1 substrate: -1%
  HP1b binding inh: 24%
  PI4K2A inh: 2
  GLS inhibitor: 1%
